Menin MLL FP TR – inhibitors of human menin-MLL interaction, mutant MLL peptide; 0.23% of 270,000 active; O00255; Menin + Texas Red MLL mutant peptide, fluorescence polarization; Potency, µM (titrated, usually from 61.6 µM), without a hit: at the highest dose FP activity change, negative = inhibition, usual class: inhibitors; AID 1768; active = well fitted inhibition curve with a large enough effect in the polarisation, with a control signal flat, not every such curve was filed as active; inconclusive = small, poorly fitted or top-dose-only effect, or effect the other way, or a change in a side signal; inactive = no such curve, though single readings can be large or run the other way; the % refers to the polarisation; also: potency is read from the fitted curve at half-maximal effect; % of control where 0% means no effect; many of its hits are not listed in these tables
Giardia kill – Giardia lamblia killing; Giardia lamblia trophozoite viability; activity change, % at 7.66 µM, hits read low; AID 540267; 0.15% of 340,000 active; in the data active = activity change below about -80%; inconclusive = between about -30% and that limit;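 also: parasites exposed to compound for two days anaerobically before the ATP read; % is scaled to controls: 0 for no effect and ±100 for the full control effect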
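Media and compound were dispensed first, then trophozoites at 100 cells/well; plates sat 48 hrs at 37 deg C without oxygen before ATP luminescence reagent was added and read after 15-30 min at room temperature.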
TRPV1 ag – activates the human vanilloid receptor TRPV1; TRPV1-expressing cells, Fluo-8 calcium influx, agonist mode; 0.19% of 320,000 active; activation, % at 8.33 µM; in the data active = activation above about 80%; inconclusive = between about 30% and that limit; also: 0% is about no effect
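Cells expressing TRPV1 were dye-loaded with Fluo-8 and read kinetically: 10 s baseline, 3 min after compound (agonist portion), then 2 min after EC20 capsaicin (allosteric enhancer portion). Calcium-bound dye fluorescence at 480/520 nm.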
CXXC DNA block – blocks binding of human MLL CXXC domain to DNA | MLL-CXXC / FITC-HOXA9 DNA fluorescence polarization | 0.037% of 290,000 active | Potency, µM (series often up to 115 µM), inactives show at the top dose activity change, negative = inhibition, actives largely listed as inhibitors | Q03164 | AID 2662; active = well fitted inhibition curve with a large enough effect in the polarisation, with a control signal flat, not every such curve was filed as active; inconclusive = small, poorly fitted or top-dose-only effect, or effect the other way, or a change in a side signal; inactive = no such curve, though single readings can be large or run the other way; the % refers to the polarisation; also: potency is read from the fitted curve at half-maximal effect
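Purified MLL-CXXC (added from a 7 uM solution) was preincubated 5 min at ambient with pinned compounds in 50 mM Tris-HCl pH 7.5, 50 mM NaCl, 1 mM DTT, 0.05% BSA. Fluorescein-labeled HOX-A9 DNA (50 nM solution) followed, 30 min, then polarization read.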
KCNH2 WT inh – KCNH2 (human, wildtype) channel inhibition; Q12809; U2OS, BacMam KCNH2, thallium flux FluxOr; active compounds read low; activity change, % at 1.84 µM; 0.37% of 340,000 active; AID 720551;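 active = maximum activity change below -70%; inconclusive = maximum activity change between -70% and -50%; inactive = maximum activity change above -50%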; also: % is scaled to controls: 0 for no effect and ±100 for the full control effect
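U2OS cells transduced with wild-type KCNH2 virus are loaded with FluxOr dye for 45 min, and thallium flux is measured in kinetic reads before and after stimulation buffer. Rate constants are normalized to DMSO controls.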
USP2a inh – inhibitors of human ubiquitin-specific protease USP2a. 0.01% of 330,000 active. Potency, µM (top dose mostly 38.3 µM), for the others: at the highest dose activity change, negative = inhibition, actives largely listed as inhibitors. O75604. USP2 core, Ub-CHOP2 coupled fluorogenic reporter, 485/531;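 also: potency is read from the fitted curve at half-maximal effect; plate controls were DMSO wells for no effect and full inhibition by NEM control for full effect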
Target sequence (O75604 whole entry, looked up): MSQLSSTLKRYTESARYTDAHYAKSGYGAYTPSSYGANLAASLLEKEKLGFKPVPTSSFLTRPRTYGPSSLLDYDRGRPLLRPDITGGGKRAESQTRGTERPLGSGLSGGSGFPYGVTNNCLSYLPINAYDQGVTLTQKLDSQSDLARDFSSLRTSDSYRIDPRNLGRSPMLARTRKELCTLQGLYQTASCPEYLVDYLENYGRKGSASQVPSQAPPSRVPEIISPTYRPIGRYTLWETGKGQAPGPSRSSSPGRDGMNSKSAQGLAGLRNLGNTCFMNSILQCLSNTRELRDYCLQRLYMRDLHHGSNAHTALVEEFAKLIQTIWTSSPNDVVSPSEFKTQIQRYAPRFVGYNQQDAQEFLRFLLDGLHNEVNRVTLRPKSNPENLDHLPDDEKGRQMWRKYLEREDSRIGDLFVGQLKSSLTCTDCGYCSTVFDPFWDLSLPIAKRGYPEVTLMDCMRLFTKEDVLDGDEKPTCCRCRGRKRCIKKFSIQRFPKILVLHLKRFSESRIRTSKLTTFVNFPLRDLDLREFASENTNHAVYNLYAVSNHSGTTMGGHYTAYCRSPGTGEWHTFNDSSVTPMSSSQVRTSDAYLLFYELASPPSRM
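USP2 core (10nM final) preincubated 30min RT with compound in 20mM Tris-HCl pH 8.0, 2mM CaCl2, 2mM beta-mercaptoethanol, 0.05% CHAPS; 25nM Ub-CHOP2 plus 25nM reporter substrate added, fluorescence (Ex485/Em531) read after 60min.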
B2AR arrestin – recruits beta-arrestin to the human beta2-adrenergic receptor; beta-arrestin recruitment to beta2AR, cell-based reporter; Potency, µM (titrated, usually from 46.1 µM), for inactives: at the highest dose activation, most hits filed as activators; 0.02% of 330,000 active;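 also: potency is read from the fitted curve at half-maximal effect; 0% = DMSO controls and full agonism = EC100 isoproterenol or metaproterenol; nearly all actives have a fitted effect of over 65% in size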
Target sequence (P07550 whole entry, looked up): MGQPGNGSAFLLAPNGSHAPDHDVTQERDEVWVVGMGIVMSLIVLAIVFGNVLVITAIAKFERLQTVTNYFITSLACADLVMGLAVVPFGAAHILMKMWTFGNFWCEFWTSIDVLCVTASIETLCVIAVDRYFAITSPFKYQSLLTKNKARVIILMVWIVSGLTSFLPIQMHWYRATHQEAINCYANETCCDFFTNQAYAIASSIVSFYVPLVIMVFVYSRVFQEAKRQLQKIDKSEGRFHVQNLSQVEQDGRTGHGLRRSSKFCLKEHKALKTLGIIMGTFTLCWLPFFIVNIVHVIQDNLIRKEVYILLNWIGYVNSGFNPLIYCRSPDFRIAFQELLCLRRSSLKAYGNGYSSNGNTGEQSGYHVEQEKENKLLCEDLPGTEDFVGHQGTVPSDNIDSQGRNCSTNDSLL
GALK inh – galactokinase (human) inhibition; P51570; Purified GALK, Kinase-Glo residual ATP luminescence; 0.007% of 270,000 active; Potency, µM (series often up to 57.5 µM), without a hit: at the top dose activity change, negative = inhibition, most hits filed as inhibitors; AID 1868; also: potency is read from the fitted curve at half-maximal effect; % is scaled to controls: 0 for no effect and ±100 for the full control effect
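Compounds were pin-transferred into ATP buffer (35 uM final), then GALK plus galactose (5 nM, 100 uM final) was added. After 1 h at room temperature, Kinase-Glo Plus was added and luminescence read after 10 min.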
KCNH2 3.1 inh – KCNH2 3.1 (human) potassium channel inhibition | U2OS KCNH2 3.1, thallium flux FluxOr; active compounds read low | activity change, % (tested at about 1.8 µM) | 0.95% of 340,000 active;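 active = maximum activity change below -70%; inconclusive = maximum activity change from -70% to -50%; inactive = maximum activity change above -50%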;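 also: thallium influx rate constant from kinetic fluorescence after stimulation buffer; % is scaled to controls: 0 for no effect and ±100 for the full control effect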
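FluxOr-based Tl+ influx in U2OS cells transduced with KCNH2 3.1 virus; rate constants normalized to DMSO controls.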
PKM2 activator – PKM2 (human) enzyme activation. P14618. purified PKM2, Kinase-Glo ATP luminescence, activation; response scale: 0% is enzyme alone, no compound. Potency, µM (titrated, usually from 57.5 µM), for the others: top-dose activation, most hits filed as activators. 0.34% of 260,000 active. AID 1631; also: potency is read from the fitted curve at half-maximal effect; % is scaled to controls: 0 for no effect and ±100 for the full control effect; nearly all actives have a fitted effect of over 55% in size
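Purified hPK-M2 (>95% pure) converted ADP (0.1 mM final) to ATP with 0.5 mM PEP in 50 mM imidazole pH7.2, KCl, MgCl2, Tween 20, BSA; 1 h at room temperature. ATP detected by Kinase-Glo luminescence.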
FBPA coupling cs – counter-screen for Giardia aldolase inhibitors: coupling enzyme system. coupling enzyme system counterscreen, AmpLite Red fluorescence. activity change, negative = inhibition, % at 58.2 µM, hits read low. 0.67% of 290,000 active. AID 2472; in the data active = activity change below about -30%; also: % is scaled to controls: 0 for no effect and ±100 for the full control effect
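Counterscreen of the coupled detection system alone, without aldolase: glyceraldehyde-3-phosphate coupling enzymes plus AmpLite Red readout. Compounds at 57.5 uM final, 10 min RT preincubation, 20 min RT reaction, fluorescence 525/598 nm.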
Numbers without * were called inactive; ? = inconclusive; . = no result given; [ ] = remark or other dose. Unless noted, calls follow the shape of the dose curve; as a rule, active = well fitted curve in the direction sought with a large enough effect; inconclusive = small, poorly fitted or top-dose-only effect, or another doubt; inactive = no such curve, though single readings can be large; an effect the other way counts as inactive or inconclusive. An excerpt; the hit share may differ from the screen's.

1. COc1ccc(NC(=O)Cc2c(Sc3ccccc3)c3ccccc3n2C)cc1
2. Cc1ccc(C(=O)Oc2ccc3ccc(=O)oc3c2)cc1
3. CCOC(=O)NCc1ccc(S(=O)(=O)Nc2c(C)cccc2C)cc1
4. CCOC(=O)c1c(NC(=O)COC(=O)CCS(=O)(=O)c2ccc(C)cc2)sc(C)c1C
5. COc1ccccc1NC(=O)N(Cc1ccco1)Cc1cc2ccc(C)c(C)c2[nH]c1=O
6. CN(C(=O)COC(=O)CCc1c[nH]c2ccccc12)c1ccccc1
7. CN1CCN(C(=O)C2CCCN(S(=O)(=O)c3ccccc3)C2)CC1 (stereo not given)
8. CC(C)CCNC(=O)c1cc([N+](=O)[O-])ccc1N1CCOCC1
9. COc1ccc(C(C(=O)OCCN(C)C)c2ccccc2)cc1 (stereo not given)
10. Cc1nnc(NC(=O)CCNC(=O)c2ccccc2Cl)s1
compound no.	1	2	3	4	5	6	7	8	9	10
Menin MLL FP TR	-23%	6%	.	0%	1%	.	.	7%	4%	-8%
Giardia kill	10	52[activator]	1	3	4	40[activator]	15	2	20	-3
TRPV1 ag	2	2	0	4	3	-7	-4	0	-1	0
CXXC DNA block	7%	125%[activator]	4%	-3%	7%	.	-2%	2%	-4%	5%
KCNH2 WT inh	-2	-11	4	-1	0	2	1	7	16	-5
USP2a inh	-3%	6%	1%	-2%	-2%	1%	0%	5%	3%	1%
B2AR arrestin	-0.2%	-0.6%	0.1%	-1.3%	-1.3%	-0.1%	0.1%	-1.6%	0.2%	0.0%
GALK inh	1%	.	0%	-2%	11%	.	6%	0%	1%	-1%
KCNH2 3.1 inh	11	-14	6	-12	16	4	-5	2	-2	-4
PKM2 activator	4%	0%	4%	0%	16µM*	.	.	4%	-3%	-1%
FBPA coupling cs	-1	1	1	3	2	.	.	5	0	0

Record cards, from the list above. Order of screens: Menin MLL FP TR, Giardia kill, TRPV1 ag, CXXC DNA block, KCNH2 WT inh, USP2a inh, B2AR arrestin, GALK inh, KCNH2 3.1 inh, PKM2 activator, FBPA coupling cs
Shown for CN(C(=O)COC(=O)CCc1c[nH]c2ccccc12)c1ccccc1 : ., 40[activator], -7, ., 2, 1%, -0.1%, ., 4, ., .
Shown for COc1ccc(NC(=O)Cc2c(Sc3ccccc3)c3ccccc3n2C)cc1 : -23%, 10, 2, 7%, -2, -3%, -0.2%, 1%, 11, 4%, -1
Shown for CCOC(=O)NCc1ccc(S(=O)(=O)Nc2c(C)cccc2C)cc1 : ., 1, 0, 4%, 4, 1%, 0.1%, 0%, 6, 4%, 1

Next part
11. O=C1CCCN1c1ccc(C(=O)N(Cc2nnc(-c3ccccc3Cl)o2)C2CC2)cc1
12. CCOC(=O)c1cnn(C(=O)c2ccccc2)c1N
13. Cc1cc(C)cc(NC(=S)N(CCCN2CCN(C)CC2)Cc2cccs2)c1
14. COc1ccc(-n2c(=O)c3ccccc3n(CC(=O)NC3CCCCC3)c2=O)cc1OC
15. COc1ccccc1CNC(=O)C1CCC(=O)N(CCCc2ccccc2)C1 (stereo not given)
16. CC(=O)c1cc(C#N)c(SCc2ccccn2)nc1C
17. CCOC(=O)CNC(=O)C(Cc1ccccc1)NC(=O)OCc1ccccc1 (stereo not given)
18. Cc1ccsc1C(=O)N1CCCC(CO)(Cc2ccccc2F)C1 (stereo not given)
19. Cc1ccc(OCC(=O)NCCNC(=O)c2cnccn2)cc1C
20. O=C(Oc1ccc(OC(=O)N2CCOCC2)cc1)c1ccccc1
compound no.	11	12	13	14	15	16	17	18	19	20
Menin MLL FP TR	.	-1%	-11%	0%	0%	.	-7%	.	-4%	-21%
Giardia kill	49[activator]	-21	3	-21	-12	4	16	-8	-5	11
TRPV1 ag	-5	21	?	-4	2	10	7	11	-1	17
CXXC DNA block	.	176%[activator]	6%	44%[activator]	7%	-8%	1%	4%	-6%	148%[activator]
KCNH2 WT inh	57	-1	2	-9	8	10	-13	1	-2	-152*
USP2a inh	-2%	-4%	4%	2%	-2%	-2%	-1%	-3%	2%	0%
B2AR arrestin	-0.7%	-1.9%	0.1%	-0.5%	-0.9%	-0.1%	0.3%	-0.8%	-1.3%	0.0%
GALK inh	.	-2%	0%	-1%	1%	6%	13%	5%	13%	1%
KCNH2 3.1 inh	4	-5	0	20	-11	-1	4	7	-4	-20
PKM2 activator	.	-16%	7%	-11%	1%	16%	3%	-13%	-4%	-7%
FBPA coupling cs	.	0	1	3	-2	3	1	.	-1	2

21. CC1=C(C(=O)OCc2ccccc2)C(c2ccoc2)C(C#N)=C(N)O1 (stereo not given)
22. COc1cc2ccccc2cc1C(=O)Nc1nccs1
23. O=C(NC(=S)N1CCN(C(c2ccccc2)c2ccccc2)CC1)c1ccc(S(=O)(=O)N2CCOCC2)cc1
24. Cc1cc(C)nc(SCc2nnc(SCC(=O)N3CCOCC3)o2)n1
25. CCC1(CC)Cc2ccccc2-c2nc3ccccc3c(=O)n21
26. Cc1cccnc1N(C(=O)Nc1ccccc1)C1=NCC(C)(C)S1
27. COc1cc(C(=O)NCC2(N3CCCCC3)CCCCC2)ccc1OCC(=O)N1CCOCC1
28. Nc1nc(SCC(=O)c2ccc([N+](=O)[O-])cc2)n[nH]1
29. C#Cc1ccc([C@@H]2C=C(C(=O)OCC=C)O[C@H](OCCCCO)C2)cc1
30. CCN(CC(=O)Nc1ccc2c(c1)OCCO2)C(=O)C(C)Oc1ccc(Cl)cc1 (stereo not given)
compound no.	21	22	23	24	25	26	27	28	29	30
Menin MLL FP TR	5%	25%	-20%	-4%	17%	-4%	.	?	-4%	.
Giardia kill	-3	11	-2	10	-22	4	6	-5	-3	-2
TRPV1 ag	0	?	5	1	-1	0	0	1	7	-1
CXXC DNA block	17%	13%	-3%	5%	-4%	17%	-10%	2%	-22%	.
KCNH2 WT inh	-9	1	-5	2	5	35	-4	0	.	-2
USP2a inh	1%	-1%	3%	3%	2%	2%	1%	1%	1%	0%
B2AR arrestin	0.2%	0.4%	0.2%	-0.5%	0.3%	0.1%	-0.6%	8.7%	-0.6%	-0.3%
GALK inh	1%	.	0%	6%	.	5%	0%	-3%	1%	.
KCNH2 3.1 inh	3	6	-1	-1	-2	30	15	-1	.	2
PKM2 activator	-16%	2%	-15%	7%	-1%	-1%	1%	?	-2%	.
FBPA coupling cs	-1	0	0	3	-1	1	3	-6	3	.

31. Cc1nn(C)c(C(=O)NC(=S)Nc2ccccc2Br)c1Cl
32. O=c1cc(-c2ccccc2)[nH]n1-c1nc2ccccc2s1
33. Cn1c(SCC(=O)Nc2ccccc2F)nnc1-c1ccc(S(=O)(=O)N2CCOCC2)cc1
34. O=C(Nc1nccs1)c1ccccn1
35. Cn1cc(Br)cc2nc(C(F)(F)F)nc1-2
36. Cc1ccc(OCCCc2c(C)n[nH]c2C)cc1
37. Cc1ccc(-c2cccc(-c3cc(=O)oc4ccc(C(C)(C)C)cc34)c2)cc1
38. CCc1ccc(C(=O)Nc2ccc(OC)c(S(=O)(=O)N3CCCCC3)c2)cc1
39. O=C(Nc1c(Cl)cccc1Cl)C1CCN(C(=O)c2cccs2)CC1
40. O=C(c1ccco1)N1CCC(c2nc3c(nnn3Cc3ccc(F)cc3)c(=O)[nH]2)CC1
compound no.	31	32	33	34	35	36	37	38	39	40
Menin MLL FP TR	.	?	-22%	4%	15%	?	4%	.	9%	-29%
Giardia kill	5	3	-10	-12	-10	7	3	-2	-5	6
TRPV1 ag	1	-3	-4	0	6	10	.	13	-2	0
CXXC DNA block	6%	-22%	-7%	-16%	4%	16%	.	.	12%	-1%
KCNH2 WT inh	23	-1	-12	8	-5	-5	15	4	-1	-1
USP2a inh	0%	-7%	3%	0%	3%	8%	2%	1%	2%	0%
B2AR arrestin	0.4%	-0.1%	-1.0%	0.1%	-0.1%	-0.3%	0.5%	-0.9%	0.2%	-0.8%
GALK inh	3%	-3%	0%	1%	-1%	-1%	.	.	-1%	13%
KCNH2 3.1 inh	20	9	-2	1	5	6	-8	-3	7	-14
PKM2 activator	-1%	-5%	5%	-9%	1%	4%	.	.	3%	-4%
FBPA coupling cs	.	3	3	-3	-12	2	-3	.	0	1

Assay outcomes: PubChem, National Center for Advancing Translational Sciences (NCATS)
